Ins promoter up: insulin promoter activators in MIN6 cells, imaging, high-content screening, mouse beta cells; MIN6 insulin promoter-GFP reporter; hits give high values; z-score at 5 µM; 190,000 tested, 0.3% active; AID 1625, 2009;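 active means z-score above 3 at 5 µM with at least 500 cells counted in the well; inconclusive means wells under 500 cells, flagged as cytotoxic or low count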
T cell modulator: modulators of CD8 T cell-vesicle binding, primary screen, mouse 2C CD8+ T cells, flow cytometry; AID 2052, 2009; calls only at 7 µM; 330,000 tested, 0.068% active; 2C CD8+ T cell-vesicle binding; hits give low values;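 active means response, share of CD8 T cells binding vesicles, and their 90th percentile fluorescence all below set limits, cut at about 80% in these data, passing the limit was not always enough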
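Also added: QL9-peptide-loaded Drosophila micro-vesicles bearing Ld, ICAM-1 and B7-1; Test system: purified 2C TCR transgenic mouse naive CD8+ T cells; Measured by: cytometric PE anti-B7-1 and Alexa647 anti-CD8 signals after 1% paraformaldehyde fixation; Timing: binding step 1.5 h, 37 °C, antibody labelling 20 min, ice.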
Myeloid diff 2: induction of myeloid progenitor differentiation, primary screen, cell-based, flow cytometry, MLPCN library; calls only at 10 µM; 360,000 tested, 1% active; AID 624256, 2012; ER-HoxA9 myeloid progenitors, lysozyme-GFP differentiation;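 active means normalized GFP-positive differentiation at or above the plate's own cutoff, the solvent-only control mean plus 3 SD; inconclusive means no clear call, values can overlap the other calls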;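 further: cells exposed to compound for four days before flow analysis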
WT yeast gro inh: growth inhibition of WT strain, primary screen, mitochondrial fusion inhibitor project, WT and mutant strains, chemical genetic; mitochondrial fusion phenotypic screen; inhibition, % at 10 µM; 190,000 tested, 2.1% active; in the data active means inhibition above about 58%; tested in S. cerevisiae
b-catenin transl: modulators of beta-catenin nuclear translocation, primary screen, imaging, HeLa cells, immunofluorescence, high-content; AID 1665, 2009; 190,000 tested, 0.3% active; nuclear translocation activity, % at 5 µM;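 active means nuclear translocation activity above 50% at 5 µM, with a well cell count of 50 or more; inconclusive means wells under 50 cells across six images, flagged as toxic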;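 further: per-cell ratio of nuclear to cytoplasmic median beta-catenin stain intensity; plate controls were DMSO negative control for no effect and GSK-3 inhibitor IX positive control for full effect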
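assay system = human HeLa cells, endogenous beta-catenin | times = compound treatment 24 h, 37°C, 5% CO2 | detection = Anti-beta-catenin immunofluorescence on PFA-fixed, Triton-permeabilized cells, DAPI nuclei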
Lipid droplet: inhibitors of hepatocyte lipid droplet formation, primary screen, imaging, high-throughput imaging, BODIPY stain; AML12 mouse hepatocytes, oleate lipid droplets; 240,000 tested, 0.4% active; inhibition, % at 6.5 µM;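 active means lipid droplet intensity inhibited by at least 50%, with more than 500 cells counted; inconclusive means wells with under 300 cells, treated as cytotoxic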
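Assay system: AML12 mouse liver cells | Compound: 6.5 µM single-point dosing | Schedule: Overnight exposure | Technique: Fluorescence imaging, 20x objective, two fields per well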
West Nile antiviral: West Nile virus antiviral activity, cell-based, CPE readout (AID 1621); 290,000 tested, 0.02% active; West Nile virus-infected cells, CPE inhibition; higher % means a stronger effect; one-dose CPE inhibition, % at 10 µM; IC50 in µM for titrated hits; in the data active means a potency from the dose series; inconclusive means CPE inhibition mostly from about 3.7% at the one dose, without a potency; inactive means the rest, 99 in 100 with CPE inhibition below about 2.2%; further: strong numbers were not always called active
WT yeast gro inh mutant strain: further read-out of WT yeast gro inh, marked with its call; inhibition, %; mitochondrial fusion phenotypic screen, mutant strain inhibition
Ins promoter up cell count: recorded beside Ins promoter up, whose call it bears; cell count; measured here: cytotoxicity, nuclei count;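 total cells summed across four imaged fields per well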
Lipid droplet cells 6.5 µM: second read-out of Lipid droplet, no call of its own (marks repeat the call); cell count; measured here: cell count, cytotoxicity flag;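 cells counted across two imaged fields per well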
b-catenin transl cell count 5 µM: further read-out of b-catenin transl, marked with its call; cell count; measured here: cell count, cytotoxicity flag
T cell modulator vesicle-bound %: second read-out of T cell modulator, no call of its own (marks repeat the call); double positive events, %; measured here: CD8+ vesicle-bound cell fraction;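 binding gate set so that unloaded-vesicle control wells show 10% double positive cells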
Myeloid diff 2 GFP+ MAC1+ %: recorded beside Myeloid diff 2, whose call it bears; GFP+ MAC1+ double positive, %; measured here: differentiation confirmed by MAC1 staining
The depositor's hits bear a star; i = inactive; ? = inconclusive; · = not tested or not shown. An excerpt, so the mix of outcomes need not match the whole.

SMILES	Ins promoter up	T cell modulator	T cell modulator vesicle-bound %	Myeloid diff 2	Myeloid diff 2 GFP+ MAC1+ %	WT yeast gro inh	b-catenin transl	Lipid droplet	Lipid droplet cells 6.5 µM	West Nile antiviral	others
CC1CN(C(=O)c2ccc(NS(=O)(=O)c3cccc(Cl)c3)cc2)CC(C)O1 (configuration not stated)	·	·	·	i	7.1	·	·	3.7	872	-0.7%
CCCc1c(C(=O)N/N=C/c2ccncc2)nnn1-c1nonc1N	·	·	·	i	0.5	·	·	-0.1	827	1.3%
CCC(OC(=O)CN1C(=O)C(=O)c2ccccc21)C(=O)Nc1ccccc1OC (configuration not stated)	·	·	·	i	0.8	·	·	1.3	759	0.0%
CCOc1ccc(C(C(=O)NCC2CCCO2)N(CCc2cccc(C)c2)C(=O)c2snc(C(N)=O)c2N)cc1 (configuration not stated)	·	·	·	i	1.9	·	·	-21.6	749	-0.4%
O=C(c1ccc(OC2CCN(CCc3ccccc3)CC2)cc1)N1CCC[C@H]1CO	·	·	·	i	3.6	·	·	-12.5	868	-0.4%
O=C(NC1CCCN(Cc2ccc(Cl)cc2)C1)c1ccccc1-c1ncc[nH]1 (configuration not stated)	·	·	·	i	0.6	·	·	9.9	697	-0.1%
O=C(Cc1ccccc1)Nc1ccc(S(=O)(=O)N2CCCC2)cc1	·	·	·	i	0.1	·	·	-12.3	826	0.4%
O=C(CN1CCN(CC(=O)Nc2ccccc2F)CC1)Nc1cccc(F)c1	·	·	·	i	0.6	·	·	3.9	773	-0.6%
COc1ccc(N(CC(=O)NCc2ccco2)C(=O)CCC(=O)Nc2ccccn2)cc1	·	·	·	i	1.8	·	·	-3.2	716	-0.1%
CC(C)(C)N=C(NS(=O)(=O)c1cccs1)c1ccccc1	·	·	·	i	0.5	·	·	-3.1	858	-0.8%
COc1ccc(NC(=O)CN2CCN(CC(=O)Nc3ccc(F)cc3F)CC2)cc1	·	·	·	i	0.5	·	·	-0.1	765	-0.4%
CCc1cc(-c2[nH]ncc2-c2ccc([N+](=O)[O-])cc2)c(O)cc1OC	·	·	·	i	0.5	·	·	-31.3	681	-1.0%
O=C(N/N=C/c1ccco1)c1cc(-c2ccncc2)nc2ccccc12	·	·	·	i	0.8	·	·	-5.5	879	0.2%
COc1ccccc1NC(=O)CSc1nnnn1C1CCCC1	·	·	·	i	0.7	·	·	-3.2	760	0.0%
COc1ccc(CN2CCC(n3nccc3NC(=O)CCc3ccccc3)CC2)c(C)c1C	·	·	·	?	·	·	·	-8.8	683	-0.6%
CC1CCC2C(=O)N(c3cc(Cl)ccc3OC(=O)c3ccco3)C(=O)C2C1 (configuration not stated)	·	·	·	i	1.1	·	·	-3.2	749	-0.2%
CNC[C@@H](CC1CCCCC1)NC[C@H](CC(C)C)NCCc1cccc(C(F)(F)F)c1	·	·	·	?	·	·	·	0.8	759	-2.4%
CC1CCCN(Cc2c(O)ccc3c(=O)c(-c4ccc(Cl)cc4)coc23)C1 (configuration not stated)	·	·	·	i	0.3	·	·	0.7	775	-0.6%
Cc1cc(C)n(Cc2cccc(C(=O)N/N=C/c3cccnc3)c2)n1	·	·	·	i	3.6	·	·	5.1	863	0.8%
COc1ccc2oc(-c3ccccc3)c(C(=O)O)c2c1	·	·	·	i	0.3	·	·	6.1	833	0.2%
C=CCOc1ccc(C(=O)Nc2ccccc2C(=O)N2CCCC2)cc1	·	·	·	i	1.7	·	·	-3.5	772	0.0%
CCOC(=O)c1cnc2c(c(C)nn2-c2ccc(C)cc2)c1Cl	·	·	·	i	0.7	·	·	12.7	804	2.7%
COc1ccccc1NC(=O)c1cc(-c2ccc(OC)c(OC)c2)nc2ccccc12	·	·	·	i	0.8	·	·	-0.1	790	-0.3%
CC1(C)CC(=O)C2=C(C1)Oc1ncn3nc(-c4cccnc4)nc3c1C2c1ccccc1 (configuration not stated)	0.02	·	·	i	1.0	·	-3.2	·	·	·	Ins promoter up cell count=1327;b-catenin transl cell count 5 µM=1177
S=P(c1ccc(N2CCOCC2)cc1N1CCOCC1)(N1CCOCC1)N1CCOCC1	0.14	·	·	i	1.2	·	0.7	·	·	·	Ins promoter up cell count=1167;b-catenin transl cell count 5 µM=751
CC1(C)Cc2c(sc3c2c(=O)n(Cc2ccccc2)c2nncn32)CO1	0.28	·	·	i	1.2	·	-4.8	·	·	·	Ins promoter up cell count=1185;b-catenin transl cell count 5 µM=946
CCOc1nc(-c2ccc(OC)cc2)ccc1-c1noc(-c2ccncc2)n1	0.34	·	·	i	1.6	·	-7.5	·	·	·	Ins promoter up cell count=1267;b-catenin transl cell count 5 µM=1047
COc1ccc(OC)c(C2=Nn3c(nnc3-c3ccncc3)SC2)c1	·	i	15.7	i	0.5	1.4	·	·	·	·	WT yeast gro inh mutant strain=4.2
COc1ccc(CN(C#N)c2nc(C)cc(C)n2)cc1	·	i	59.9	i	0.7	·	·	·	·	0.3%
C=CCOC(=O)C1=C[C@@H](c2ccc(Br)cc2)C[C@@H](OCCCCO)O1	·	i	33.1	i	1.3	·	·	·	·	-0.7%
CC1CC2C3CCC4=CC(=O)C=CC4(C)[C@@]3(Cl)C(O)CC2(C)C1(O)C(=O)CO (some centres not stated)	·	i	22.6	i	14.0	·	·	·	·	-0.1%
Cc1c(OCC(=O)N2CCC[C@@H]2C(=O)O)ccc2c3c(c(=O)oc12)CCC3	·	i	32.5	i	1.8	·	·	·	·	0.0%
O=C(NC1CCS(=O)(=O)C1)c1ccc(Br)o1 (configuration not stated)	·	i	33.8	i	0.4	·	·	·	·	-0.1%
O=[N+]([O-])c1ccccc1/C=N/n1c(-c2ccccc2)n[nH]c1=S	·	i	38.7	i	0.2	·	·	·	·	-0.2%
COc1ccc(/C=C/C(=O)OC(C)CN2CCCCC2)cc1 (configuration not stated)	·	i	43.8	i	0.3	·	·	·	·	-0.4%
Cn1c(=O)[nH]c(=O)c2c1nc(NN)n2CCOc1ccccc1	·	i	50.8	i	0.5	·	·	·	·	-0.6%
CCCCN1C(=O)C(=O)NC[C@@H]1CCCCN	·	i	21.5	i	1.7	·	·	·	·	0.5%
COC(=O)C1Cc2ccccc2CN1S(=O)(=O)c1ccc(F)cc1 (configuration not stated)	·	i	37.6	i	0.6	·	·	·	·	0.0%
O=C(Nc1ccc2c(c1)OCCO2)C(=O)c1c[nH]c2ccccc12	·	i	14.5	?	·	·	·	·	·	1.2%
CCCc1c2c(cc3c(=O)cc(C(=O)OCC)oc13)CCCC2	·	i	8.1	i	0.1	·	·	·	·	0.2%
O=S1(=O)CCOC[C@H](Cc2ccccc2)N1Cc1cccc(C(F)(F)F)c1	·	i	42.8	i	0.8	·	·	·	·	-0.6%
Cc1[nH]n(-c2ccccc2)c(=O)c1N=Nc1cccc([N+](=O)[O-])c1	·	i	28.4	i	0.3	·	·	·	·	-1.6%
CC(=O)Nc1ccc(C(=O)NNC(=O)c2cccc(C)c2)cc1	·	i	68.5	i	0.4	·	·	·	·	-0.6%
CC(C)OCCCn1c(=O)c2ccccc2n2c(CCC(=O)O)nnc12	·	i	58.8	i	0.3	·	·	·	·	1.0%
Cc1ccc(S(=O)(=O)n2cnc(C)c2)cc1	·	i	37.8	i	0.7	·	·	·	·	-0.4%
COc1cc(CNC(C)C23CC4CC(CC(C4)C2)C3)ccc1OCC(=O)NC(C)(C)C (configuration not stated)	·	i	26.5	i	0.3	·	·	·	·	-2.0%
CCN(CC)CCNC(=O)CNC(=O)c1nn(-c2ccc(OC)cc2)c(=O)c2ccccc12	·	i	23.0	i	1.0	·	·	·	·	-0.3%
O=C(NCc1ccc(C(F)(F)F)cc1)c1ccc2c(c1)S(=O)(=O)c1ccccc1C2=O	·	i	28.3	i	0.7	·	·	·	·	-0.1%
Cc1ccc(NC(=O)COc2nsnc2N2CCOCC2)cc1Cl	·	i	22.2	i	1.0	·	·	·	·	-0.8%
O=C(O)c1cc(NC(=O)c2ccc([N+](=O)[O-])cc2)cc(NC(=O)c2ccc([N+](=O)[O-])cc2)c1	·	i	35.0	i	0.2	·	·	·	·	0.1%

New compounds follow
SMILES	Ins promoter up	T cell modulator	T cell modulator vesicle-bound %	Myeloid diff 2	Myeloid diff 2 GFP+ MAC1+ %	WT yeast gro inh	b-catenin transl	Lipid droplet	Lipid droplet cells 6.5 µM	West Nile antiviral	others
O=[N+]([O-])c1ccc2nn(Cc3ccccc3)cc2c1	·	i	20.1	i	0.3	·	·	·	·	-0.8%
CC(C)c1csc(CN2CCCC(CNC(=O)c3cccc4ccccc34)C2)n1 (configuration not stated)	·	i	4.5	i	3.8	·	·	·	·	-0.4%
CCCn1nc(NC(=O)COC)c2cc3cccc(C)c3nc21	·	i	44.6	i	0.1	·	·	·	·	-0.3%
CCOc1ccc(/C=N/n2c(-c3ccccc3)n[nH]c2=S)cc1	·	i	68.2	i	1.0	·	·	·	·	0.3%
C=CCN(C(=O)Nc1ccc(OC)cc1)c1nnc(-c2ccncc2)s1	·	i	43.7	i	0.7	·	·	·	·	-1.7%
CN(C)C(=O)c1cc(C(=O)c2ccc(C(F)(F)F)cc2)c[nH]1	·	i	61.4	i	0.6	·	·	·	·	-0.8%
COc1ccc(N(Cc2cc(=O)[nH]c3ccccc23)C(=O)C(C)C)cc1	·	i	50.4	i	1.2	·	·	·	·	-0.9%
COC(=O)c1cc2ccccc2n1S(=O)(=O)c1ccccc1	·	i	50.9	i	1.2	·	·	·	·	-0.3%
COc1ccc(Br)cc1CN1C(=O)NC2(CCCCCC2)C1=O	·	i	24.9	i	0.8	·	·	·	·	-1.1%
O=C(COc1nsnc1N1CCOCC1)Nc1ccc([N+](=O)[O-])cc1	·	i	23.1	i	1.5	·	·	·	·	-0.7%
